Apaf1 inhib – human Apaf-1 inhibition | AID 489030 | inhibition, % at 20 µM | O14727 | hit rate 0.71% among 330,000 | reconstituted apoptosome caspase-3 activity, DEVD-Rh110 fluorescence; active = inhibition of at least 40% at 20 µM;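 also: plate controls were DMSO wells for no effect and DEVD-CHO caspase inhibitor wells for full effect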
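System: reconstituted apoptosome with Apaf-1, cytochrome c, caspase-9, procaspase-3, dATP; Signal: Rh110 fluorescence intensity; Schedule: 30 min compound preincubation, 50 min activation, room temperature; Reagent: cytochrome c trigger plus (Z-DEVD)2-Rh110 caspase-3 substrate.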
SENP1 inh – blocks the human SENP1 SUMO protease catalytic domain; Q9P0U3; recombinant SENP1 catalytic domain, CyPet-SUMO1-YPet FRET cleavage; inhibition, % at 10 µM; hit rate 0.21% among 360,000;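 active = inhibition at least 30% at 10 µM, raw YFP signal under a set limit, fluorescence ratio 0.5 to 1.5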;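 also: 0% = enzyme with DMSO and 100% = no enzyme wells; some results filed as inactive read as strong as hits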
Target sequence (Q9P0U3 419-644 limits assumed): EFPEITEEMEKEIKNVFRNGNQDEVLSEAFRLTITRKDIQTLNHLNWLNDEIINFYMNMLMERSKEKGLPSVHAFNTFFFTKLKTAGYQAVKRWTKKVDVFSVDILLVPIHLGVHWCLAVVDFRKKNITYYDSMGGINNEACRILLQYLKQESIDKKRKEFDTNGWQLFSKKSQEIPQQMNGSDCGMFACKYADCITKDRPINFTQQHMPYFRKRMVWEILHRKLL
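Assay system: hSENP1 catalytic domain, recombinant. Amount: SENP1 enzyme, 20 pM final. Schedule: 50 min reaction, RT, dark. Technique: FRET, CFP and YFP emission. Control set: no-enzyme wells low, DMSO-plus-enzyme wells high control.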
SENP7 block – blocks the human protease SENP7. hit rate 1.5% among 330,000. inhibition, % at 5 µM. recombinant SENP7, Z-RLRGG-aminoluciferin luminescence, 40 min. Q9BQF6. AID 434973;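 active = inhibition above about 50% at the single test dose, limit read from the data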;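 also: plate controls were DMSO with enzyme for no effect and no enzyme buffer wells for full effect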
Target sequence (Q9BQF6 706-1050 limits assumed): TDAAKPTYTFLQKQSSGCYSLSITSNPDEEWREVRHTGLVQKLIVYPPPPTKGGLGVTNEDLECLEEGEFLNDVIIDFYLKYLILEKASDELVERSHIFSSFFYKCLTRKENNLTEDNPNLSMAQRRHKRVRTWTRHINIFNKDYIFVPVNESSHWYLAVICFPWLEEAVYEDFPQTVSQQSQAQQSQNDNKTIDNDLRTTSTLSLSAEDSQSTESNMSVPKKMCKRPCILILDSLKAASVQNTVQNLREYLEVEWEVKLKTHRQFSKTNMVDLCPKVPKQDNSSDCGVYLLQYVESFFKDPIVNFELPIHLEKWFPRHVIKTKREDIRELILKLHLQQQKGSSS
SENP8 block-1 – inhibitors of human SENP8 protease; Q96LD8; purified SENP8, Z-RLRGG-aminoluciferin cleavage, luminescence; inhibition, % at 10 µM; hit rate 1.2% among 330,000; AID 2540; in the data active = inhibition above about 50%
A3G deaminase – blocks human APOBEC3G single-stranded DNA deamination; inhibition, % at 20 µM; AID 493012; recombinant A3G, ssDNA deamination FAM/TAMRA fluorescence; hit rate 0.28% among 330,000;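 active = inhibition of at least 40% at 20 µM, with no more than 30% in the related APOBEC3A deaminase screen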;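 also: plate controls were DMSO wells with A3G for no effect and wells lacking A3G enzyme for full effect; some compounds called inactive have numbers as strong as hits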
SENP6 block – blocks the human protease SENP6; Recombinant SENP6 catalytic domain, aminoluciferin luminescence; inhibition, % at 10 µM; hit rate 1.8% among 330,000; AID 2599;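 active = inhibition above about 50% at the single tested dose, limit read from the data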;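 also: plate controls were DMSO wells with enzyme for no effect and DMSO wells lacking enzyme for full effect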
Target sequence (Q9GZR1 628-1112 limits assumed): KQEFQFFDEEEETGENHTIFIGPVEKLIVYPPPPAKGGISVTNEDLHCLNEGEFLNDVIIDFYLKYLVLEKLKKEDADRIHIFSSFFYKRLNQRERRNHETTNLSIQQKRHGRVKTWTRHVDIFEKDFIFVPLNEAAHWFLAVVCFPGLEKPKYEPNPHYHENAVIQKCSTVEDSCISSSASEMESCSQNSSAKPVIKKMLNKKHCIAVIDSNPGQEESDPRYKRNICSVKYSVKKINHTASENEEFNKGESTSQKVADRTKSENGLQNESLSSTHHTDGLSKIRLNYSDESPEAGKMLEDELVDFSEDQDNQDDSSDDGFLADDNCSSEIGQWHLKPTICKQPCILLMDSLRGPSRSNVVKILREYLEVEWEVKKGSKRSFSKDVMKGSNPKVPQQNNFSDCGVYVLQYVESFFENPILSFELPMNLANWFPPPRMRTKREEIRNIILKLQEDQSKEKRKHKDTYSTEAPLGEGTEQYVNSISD
UBC13 polyUb – inhibitors of human UBC13 polyubiquitin chain formation; TR-FRET; P61088; hit rate 0.47% among 330,000; inhibition, % at 20 µM; AID 485273; in the data active = inhibition above about 45%, passing the limit was not always enough
SENP8 block-2 – blocks human SENP8 cleavage of Nedd8 substrate; recombinant SENP8, Nedd8 substrate fluorescence; inhibition, % at 20 µM; hit rate 0.64% among 360,000; AID 602440; in the data active = inhibition mostly above about 40%, no sharp cut-off; inactive = mostly below about 27%
Numbers without * were called inactive; · = no result given; & = joins results of further samples.

molecule	SENP6 block	UBC13 polyUb	SENP8 block-2	SENP1 inh	SENP8 block-1	A3G deaminase	SENP7 block	Apaf1 inhib
Cc1ccc(-c2cc(C(=O)O)c3cc(Br)ccc3n2)s1	-0.2	-0.6	-297.3	-7.3&-4.0	5.6	0.8&2.9	6.0	10.4
CN(CC(=O)Nn1cnnc1)S(=O)(=O)c1cc(Cl)ccc1Cl	-13.6	13.8	28.4	0.1	19.8	-3.1	-5.0	-18.2
NS(=O)(=O)c1ccc(CCNC(=O)c2cc3ccccc3oc2=O)cc1	19.0	-1.9	-147.4	-4.2	-0.6	-4.1	3.8	-8.7
CCOC(=O)NNC1CC(=O)N(c2ccc(OC)cc2)C1=O (stereo not drawn)	8.9	-11.2	15.6	1.5	-1.9	-2.3	-3.0	-8.5
Cc1cccc(NC(=S)NCc2ccccc2Cl)c1C	21.8	-5.6	25.7	1.1	3.6	10.2	7.6	13.2
COc1ccc(OCCn2cc(C=O)c3ccccc32)cc1	3.3	8.5	8.9	2.9	0.0	2.5	2.0	1.3
CCOC(=O)C1(CC2CCCCO2)CCN(Cc2cccnc2)CC1 (stereo not drawn)	5.8	6.4	12.0	-1.8	0.5	-2.6	0.2	9.6
CC(C)Nc1nc(NC(C)C)nc(Oc2ccc(=O)n(C)n2)n1	0.9	1.3	7.8	-3.7	-3.7	-1.2	0.3	-5.9
COC(=O)c1ccc(COc2ccccc2OC)o1	-11.5	5.9	9.0	-0.7	-8.0	-7.3	-3.9	-5.3
CCCN1C(C)C(C(=O)OCC)=CN(Cc2ccc(Br)cc2)S1(=O)=O (stereo not drawn)	·	·	7.1	4.1	·	4.1	4.5	18.7
O=Cc1c(NCCN2CCCC2)c2ccccc2[nH]c1=O	1.7	9.5	8.1	-3.0	-8.1	-5.3	-4.5	-3.7
O=C1c2ccccc2CN1CCNC(=S)NC1CCCCC1	-4.4	5.1	6.4	-1.5	2.1	-7.1	2.4	3.6

Only SENP8 block-1 and SENP7 block, for some of the entries so far:
smiles | SENP8 block-1 | SENP7 block
Cc1cccc(NC(=S)NCc2ccccc2Cl)c1C | 3.6 | 7.6
Cc1ccc(-c2cc(C(=O)O)c3cc(Br)ccc3n2)s1 | 5.6 | 6.0
NS(=O)(=O)c1ccc(CCNC(=O)c2cc3ccccc3oc2=O)cc1 | -0.6 | 3.8
COC(=O)c1ccc(COc2ccccc2OC)o1 | -8.0 | -3.9

Reprinted at random: 3 compounds from above, in no set order.
molecule	SENP6 block	UBC13 polyUb	SENP8 block-2	SENP1 inh	SENP8 block-1	A3G deaminase	SENP7 block	Apaf1 inhib
CN(CC(=O)Nn1cnnc1)S(=O)(=O)c1cc(Cl)ccc1Cl	-13.6	13.8	28.4	0.1	19.8	-3.1	-5.0	-18.2
CCOC(=O)NNC1CC(=O)N(c2ccc(OC)cc2)C1=O (stereo not drawn)	8.9	-11.2	15.6	1.5	-1.9	-2.3	-3.0	-8.5
COC(=O)c1ccc(COc2ccccc2OC)o1	-11.5	5.9	9.0	-0.7	-8.0	-7.3	-3.9	-5.3

Later entries
molecule	SENP6 block	UBC13 polyUb	SENP8 block-2	SENP1 inh	SENP8 block-1	A3G deaminase	SENP7 block	Apaf1 inhib
NC(=O)N/N=C/c1cn(-c2ccccc2)nc1-c1cccs1	-25.2	-2.3	-16.1	1.4	-5.1	0.4	8.8	1.6
Cc1cccc(-n2c(SCC(N)=O)nc3c(c2=O)C2(CCCCC2)Cc2ccccc2-3)c1	-8.4	13.9	-20.7	3.5	-8.1	-4.7	-7.1	15.9
CCOc1ccc(C2NC(=O)CCC2[N+](=O)[O-])cc1 (stereo not drawn)	-10.3	-11.4	1.9	1.2	-10.9	0.5	9.4	-0.5
CC(C(=O)Nc1ccc(S(N)(=O)=O)cc1)N1CCc2ccccc21 (stereo not drawn)	-6.8	1.7	-3.0	0.1	-4.2	2.5	11.5	1.2
CCOCCCNC(=O)N[C@H](C(=O)OC)C(C)CC (stereo partly drawn)	-7.9	31.6	20.9	1.3	6.3	-7.5	3.2	-26.0
Cc1ccc2nc(/N=C(\N)NC(=O)N3c4ccccc4Sc4ccccc43)nc(C)c2c1	-14.2	-7.7	-96.0	0.7	1.8	-8.4	2.0	-9.7
O=C(COC(=O)c1cccnc1)Nc1ccccc1	13.6	-4.2	18.0	-4.8	-1.8	14.5	6.8	-5.9
Cc1ccc(/C=N/NC(=O)c2cccs2)s1	40.3	-13.0	-66.9	-1.9	20.3	3.4	43.4	5.8
Cc1cc(C(=O)Nc2ccc(Cl)cc2)c(C)n1Cc1cccs1	22.7	2.1	-12.2	-3.9	8.4	-0.8	-9.1	3.4
Cc1ccccc1-n1ncc2c1CC(C)(C)CC2NC(=O)c1snnc1C (stereo not drawn)	-3.9	-4.9	4.6	-3.2	6.4	-5.6	1.6	5.5
CCOC(=O)Cn1cc(Cl)cc(C(=O)Nc2ccccc2)c1=O	-8.8	-2.6	15.5	-5.8	3.6	-7.9	4.6	4.5
COC(=O)[C@H](Cc1ccccc1)NC(=O)N1CCN(c2ccccc2)CC1	8.4	5.4	-6.3	3.8	3.1	-3.4	2.2	-9.5

Further structures:
molecule	SENP6 block	UBC13 polyUb	SENP8 block-2	SENP1 inh	SENP8 block-1	A3G deaminase	SENP7 block	Apaf1 inhib
O=C(NC1CCS(=O)(=O)C1)c1ccc(-c2ccc(Br)cc2)o1 (stereo not drawn)	-12.2	2.6	-28.0	1.6	1.8	-9.1	-1.5	-17.3
COc1ccc2cc(CCNC(=O)C(C)(C)C)c(=O)[nH]c2c1	-4.3	5.9	-39.0	-0.7	-1.4	-2.9	4.9	2.7
COCCCNC(=O)c1ccc(CNS(=O)(=O)c2ccc(NC(C)=O)cc2)cc1	-11.0	-10.4	10.3	2.7	0.4	-4.7	-10.9	5.6
CCN(C(=O)COC(=O)c1ccc(Cl)nc1)C1CCS(=O)(=O)C1 (stereo not drawn)	5.1	-3.8	6.9	-1.4	-5.0	-6.4	-12.0	-7.1
Cc1ccc(C(=O)CCC(=O)N2CCC(C(N)=O)CC2)s1	-22.8	-2.0	5.0	1.0	-5.6	-4.7	7.8	0.0
CC(OC(=O)CCC(=O)N1CCN(S(=O)(=O)c2ccc3ccccc3c2)CC1)C(=O)NC(N)=O (stereo not drawn)	-11.9	4.3	15.5	-0.1	2.1	-8.1	-0.9	9.3
COC(=O)Cc1c(O)ccn(Cc2ccc(F)cc2)c1=O	4.5	-11.2	32.9	1.4	-3.6	-4.2	10.3	2.3
O=S(=O)(/C=C/c1ccccc1)N1CCOCC1	37.6	7.2	16.2	2.2	-9.7	-5.6	3.5	-7.4
Cc1ccc(SSc2cc(C)ccc2N)c(N)c1	10.9	-10.2	-254.5	-122.9	8.2	79.5*	-7.5	-23.7
Cc1ccc([N+](=O)[O-])c(OCCN2CCCCCC2)c1	-3.5	-1.9	11.3	0.7	-1.6	-0.2	1.2	-5.4
Cc1ccc(S(=O)(=O)N(C)c2ccccc2C(=O)N2CCOCC2)cc1	-0.4	-12.0	8.3	1.4	0.8	-4.2	-9.8	-4.6
N#Cc1ccccc1Cn1c(=O)n(CCCC(=O)NCc2ccc3c(c2)OCO3)c(=O)c2ccccc21	-18.0	1.3	20.0	3.5	-4.7	-7.4	3.5	-8.9

Further structures
molecule	SENP6 block	UBC13 polyUb	SENP8 block-2	SENP1 inh	SENP8 block-1	A3G deaminase	SENP7 block	Apaf1 inhib
O=[N+]([O-])c1cc(CN2CCCCCC2)ccc1O	-17.2	-4.4	34.5	-0.1	-1.8	-4.6	-0.8	0.3
N=c1c(C(=O)NCCc2ccccc2)cc2c(=O)n3ccccc3nc2n1Cc1ccco1	0.8	3.5	-295.4	-24.5	1.1	1.3	1.9	17.3
CCc1ccccc1NC(=O)c1cc(C)no1	-0.2	1.2	17.3	-2.4	-0.8	4.0	9.0	4.6
COc1ccc(NC(=O)c2coc(C)c2)cc1	-3.6	-1.4	7.9	0.2	-14.0	-5.6	-3.5	-2.9
O=C(OCCN1CCOCC1)c1cccc(F)c1	-21.9	-3.0	5.8	1.8	-8.8	-5.6	0.0	0.8
COc1ccc(C(=O)OC/C(O)=C(\C#N)c2nc3ccccc3[nH]2)cc1S(=O)(=O)N1CCOCC1	11.8	-9.4	-26.0	-45.9	5.4	-6.4	2.0	4.1
CCCCNC(=O)CCn1nc(-c2ccc(Cl)cc2)c2ccccc2c1=O	3.6	-0.4	23.4	4.2	-0.9	-1.6	1.4	12.4
CC1(C)CC(=O)C=C(Nc2cc(-c3ccccc3)[nH]n2)C1	-6.2	-2.5	-15.9	-3.1	-14.2	2.6	8.3	12.4
S=c1[nH]nc(-c2cccs2)n1/N=C/c1cn(-c2ccccc2)nc1-c1ccccc1	-16.4	-3.9	3.1	0.6	-13.9	-8.6	-15.0	9.1
Cn1c(=O)c2c(nc(Oc3cccc(O)c3)n2C)n(C)c1=O	-1.9	0.7	-0.8	-1.3	8.4	-5.4	0.3	-4.1
CC(C)OC(=O)CC(NC(=O)OC(C)(C)C)c1ccccc1 (stereo not drawn)	-2.4	6.5	·	·	-5.4	16.4	5.6	6.4
O=S(=O)(c1ccc2nc(SCc3cccc(Cl)c3)[nH]c2c1)N1CCOCC1	-1.1	10.5	10.0	-0.1	6.3	-1.2	-3.9	10.7

A3G deaminase: what is marked active above
| Molecule | SENP6 block | UBC13 polyUb | SENP8 block-2 | SENP1 inh | A3G deaminase | SENP7 block |
| --- | --- | --- | --- | --- | --- | --- |
| Cc1ccc(SSc2cc(C)ccc2N)c(N)c1 | 10.9 | -10.2 | -254.5 | -122.9 | 79.5* | -7.5 |

(more compounds)
molecule	SENP6 block	UBC13 polyUb	SENP8 block-2	SENP1 inh	SENP8 block-1	A3G deaminase	SENP7 block	Apaf1 inhib
COc1ccc(C(CNC(=O)c2oc3cc(Br)ccc3c2C)N2CCCCC2)cc1 (stereo not drawn)	8.8	20.5	15.3	1.5	2.9	-1.8	-7.2	24.7
O=C(O)CSCC(=O)Nc1ccc(C2CCCCC2)cc1	20.6	7.6	1.7	-1.7	8.8	1.4	6.1	3.0
COc1ccc(CC(=O)OCC(=O)NC2CC2)cc1	-3.2	-4.6	0.6	3.1	-0.2	-0.3	0.6	1.8
CNC(=O)c1c(C)noc1C	3.8	-5.7	9.2	-0.7	-7.5	-6.6	-2.4	9.0
O=C(Oc1ccccc1/C=C\C(=O)c1cc2ccccc2o1)c1ccccc1	-4.2	-1.1	2.2	0.3	-4.1	-8.5	-5.3	8.2
CC12CN3CCN(CC(C3)/C1=N/N=C/c1cccc([N+](=O)[O-])c1)C2	-10.3	-5.7	8.3	1.8	-5.9	2.2	-2.3	-18.9
Cc1c(Br)c(C(=O)NNC(=O)c2ccc(C(C)(C)C)cc2)nn1C	-6.9	56.2*	15.6	2.4	5.5	-5.8	0.1	-23.9
O=C(O)CSc1c2c(nc3cc(C(=O)Nc4ccc(F)c(Cl)c4)ccc13)CCCC2	11.4	-14.3	10.5	1.5	-0.8	-8.0	7.9	27.7
COc1ccc(Nc2nc(NCc3ccco3)nc(N/N=C/c3ccccc3)n2)cc1	-4.2	0.2	21.8	-0.5	-0.9	-3.8	2.7	8.4
COc1ccc(S(=O)(=O)N2CCCCCC2)cc1NC(=O)CN1C(=O)NC(C)(c2ccccc2)C1=O (stereo not drawn)	1.0	0.6	8.1	-4.1	4.9	-1.0	1.6	4.7
CN(C)S(=O)(=O)c1ccc(Cl)c(NC(=O)CN2CCc3ccccc3C2)c1	-13.9	-8.0	4.9	-10.4	-8.8	-3.7	-5.9	12.0
O=C(Nc1cccc(S(=O)(=O)N2CCOCC2)c1)c1ccc2ccccc2n1	1.9	0.8	-13.4	-4.3	4.6	-2.3	-0.2	1.3
OCC1CCCN1C(=S)Nc1ccccc1 (stereo not drawn)	-9.1	2.3	7.5	1.0	-10.4	-6.5	1.8	-6.0
Cc1ccc(S(=O)(=O)N(Cc2ccccc2)c2ccccc2C(=O)NCc2cccnc2)cc1	-9.6	-1.9	17.0	2.1	-3.7	-4.2	-5.9	9.5

High-throughput results from PubChem BioAssay.
